# 12-LOX inh – blocks human arachidonate 12S-lipoxygenase | P18054 | AID 1671190 | Potency, µM (titrated, usually from 108 µM), inactives show at the top dose activity change, negative = inhibition, actives largely listed as inhibitors | purified 12hLO, xylenol orange hydroperoxide absorbance | 580,000 compounds, 1.1% hits; active means well fitted inhibition curve with a large enough effect; inconclusive means small, poorly fitted or top-dose-only effect, or another doubt; inactive means no such curve, though single readings can be large or run the other way
# Target sequence (P18054 whole entry, looked up): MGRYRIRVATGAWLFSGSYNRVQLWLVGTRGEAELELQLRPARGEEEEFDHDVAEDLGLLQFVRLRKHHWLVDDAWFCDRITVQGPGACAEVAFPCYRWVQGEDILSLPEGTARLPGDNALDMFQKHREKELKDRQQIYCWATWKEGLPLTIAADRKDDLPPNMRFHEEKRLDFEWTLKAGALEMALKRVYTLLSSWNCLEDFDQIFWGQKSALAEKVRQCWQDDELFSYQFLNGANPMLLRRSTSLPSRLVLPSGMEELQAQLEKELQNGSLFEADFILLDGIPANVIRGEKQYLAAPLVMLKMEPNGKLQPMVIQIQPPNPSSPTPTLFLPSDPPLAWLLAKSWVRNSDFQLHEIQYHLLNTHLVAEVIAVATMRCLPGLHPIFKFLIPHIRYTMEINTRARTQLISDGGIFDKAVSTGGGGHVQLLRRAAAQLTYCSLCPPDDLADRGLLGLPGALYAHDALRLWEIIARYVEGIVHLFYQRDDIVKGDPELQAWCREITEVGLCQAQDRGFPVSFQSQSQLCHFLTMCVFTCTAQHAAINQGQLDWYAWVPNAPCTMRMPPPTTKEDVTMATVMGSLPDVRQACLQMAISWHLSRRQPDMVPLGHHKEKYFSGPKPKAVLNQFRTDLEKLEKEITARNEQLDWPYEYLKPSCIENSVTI
#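 Purified human 12hLO at 150 nM in 25 mM Hepes, 0.01% Triton X-100, pH 7.0, preincubated 15 min at room temperature with compound. Reaction started with 40 uM arachidonic acid, 30 min at room temperature. Hydroperoxide measured by Fe-xylenol orange, 573/405 nm absorbance ratio.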
# * marks the source's active call; other numbers are inactive results; ? = inconclusive; [ ] = another dose, or the depositor's remark. On the % scale 0 is the no-effect control and ±100 the full control effect; potency means the concentration at half of the fitted maximal effect. Only part of the results is shown (hit frequency here may not be typical).
Structure,12-LOX inh
O=S(=O)(c1ccccc1Br)N(Cc1cn(CC2CCCCC2)nn1)C1CC1,-12%
Cc1ccc(N/N=C/c2cccc(C(F)(F)F)c2)cc1Cl,3.5µM*
CC1(C(=O)Nc2ccccc2)CN(Cc2ccccc2)Cc2ccc(N3CCOCC3)nc21 (stereo unspecified),158%[activator]
COc1ccc(CN2CCC3(Cc4ccccc4CNC3=O)C2)cc1OC (stereo unspecified),9%[6.33 µM]
COc1ccc(CCNc2ncnc3sc(C(=O)N4CCCCC4)c(C)c23)cc1OC,14%
CC1=C[C@@H](CC#N)[C@H](C(C)C)C[C@H]1CC(=O)N(C)CCc1ccccn1,27%[176 µM]
Cc1ccc(C)c(NC(=O)Cn2c(-c3ccc(F)cc3)nc(C)cc2=O)c1,19%
COc1ccc(-n2c(COc3ccc(Cl)cc3)nnc2SCC(=O)C(C)(C)C)cc1,1%

# New compounds follow
Structure,12-LOX inh
COc1ccc(Cl)cc1C(=O)N1CCC(Cc2nc(-c3cnccn3)no2)CC1,21%
COc1cccc(NC(=O)N2CC[C@@H](CC(=O)O)[C@@H](CC3=NCCc4cc(OC)c(OC)cc43)C2)c1,2%
COCCNC(=O)[C@@H]1C[C@@H](O)CN1C1CCN(C(=O)c2ccc3c(c2)OCO3)CC1,30%
CC(C)CCCC(C)NC(=O)C1CCN(c2nc(Cl)nc3nc[nH]c23)CC1 (stereo unspecified),-6%
CC1CCN(C(=O)c2ccccc2OCC2CCCN(C3CCSCC3)C2)CC1 (stereo unspecified),-5%
CCCN1CCCCC12Cc1ccccc1CN(C(=O)C1CCCC1)C2 (stereo unspecified),41%[activator]
CCN1C(=O)CCC2(C(=O)N3CCc4ccccc4C3)CCCC=C12 (stereo unspecified),65%
O=C(/C=C/c1ccccc1)N(Cc1ccc2[nH]ccc2c1)C1CC1,-18%

# Carrying on.
Structure,12-LOX inh
COc1cccc(NC(=O)N2CC[C@@H](CC(=O)O)[C@@H](CC3=NCCc4ccc(C(C)(C)C)cc43)C2)c1,1%
CCOc1ccc(-n2nnc3c(=O)n(Cc4nc(-c5ccccc5Br)no4)cnc32)cc1,0%
CCN(C(=O)CN(C)C(c1cccc(F)c1)c1ccccn1)C1CC1 (stereo unspecified),?
COc1cc(NC(=O)N2CC(c3noc(-c4ccccc4)n3)C2)cc(OC)c1OC,19%
Cc1ncoc1C(=O)N1CCOC(Cc2cccc(C(F)(F)F)c2)C1 (stereo unspecified),11%
c1ncc(-c2ccc(-c3noc([C@@H]4CCCN4Cc4ccc5c(c4)OCO5)n3)cn2)cn1,1%[176 µM]
CCCNC(=O)C(NC(=O)c1ccccc1C)C1CCN(C(=O)C2CCCC2)CC1 (stereo unspecified),28%
O=C(c1ccsc1)N(CC1CCOC1)C1CC1 (stereo unspecified),1%

# (list continues)
Structure,12-LOX inh
CCC(C)n1c(=O)[nH]c2cccnc21 (stereo unspecified),1%[176 µM]
Cc1ccc(Cn2nc(C)c3cc(C(=O)N4CCN(CC(=O)N(C)C)CC4)sc32)cc1,-15%
NC(=O)c1ccc(CC2CCN(C(=O)C3CCC3)CC2)cc1,23%
CCN1CCC(CC(=O)N2CCC(C3CCN(C(=O)NC)CC3)C2)CC1 (stereo unspecified),33%
COc1ccc(Cl)cc1NC(=O)CCc1ncc(-c2ccc(C)cc2)o1,-25%
O=C(Nc1cccnc1)C1CCC1,-1%
COc1ccc(C(=O)Nc2cccc(-c3nc4ccccc4o3)c2C)cc1[N+](=O)[O-],9%
Cc1ccc(C(=O)NC2(C(F)(F)F)C(=O)Nc3c2c(=O)[nH]c(=O)n3Cc2ccco2)cc1 (stereo unspecified),?

# Other results.
Structure,12-LOX inh
CC(C)OC(=O)c1ccccc1,14%[176 µM]
COCc1noc([C@@H]2CN(C(=O)C3CC=CCC3)C[C@H]2C(N)=O)n1 (stereo partly specified),27%
C#CCCCN([C@@H](CC(C)C)C(=O)OC)S(=O)(=O)c1ccc(F)cc1Br,-2%
N#CCCn1cc(C(=O)CN2C(=O)NC3(CCCC3)C2=O)c2ccccc21,-72%
O=C(Cn1nc2c(cc1=O)CCCC2)NC1CCN(C(=O)c2cc3ccccc3[nH]2)CC1,16%
CCC(CC)N1C[C@@H](CO)[C@H](c2nc(CCOC)no2)C1,37%[activator]
CCCN1CCN(CCCN)CC1,?
COc1ccc(C(=O)OCCCN(C)C2CN(Cc3cn(Cc4cccc(F)c4)nn3)S(=O)(=O)C2)cc1OC (stereo unspecified),-1%

# Later entries:
Structure,12-LOX inh
CCc1c(C(=O)Nc2ccc(OC)cc2OC)csc1C,41%
CCOC(=O)C1(Cc2ccccc2F)CCCN(C(=O)CN2CCOC2=O)C1 (stereo unspecified),10%
O=C([C@@H]1C[C@H](F)CN1S(=O)(=O)c1cccc(Cl)c1)N1CCCCC1,46%[activator]
COc1ccc(CN2CCC3(C2)C(=NC2CCCCC2)NC(=O)N3c2cc(F)cc(F)c2)cc1 (stereo unspecified),11%[6.33 µM]
COc1cccc(-c2cncnc2NCCc2cnc[nH]2)c1,-7%
Cc1nn(-c2ccccc2)c2c1C(C(F)(F)F)(C(F)(F)F)N=C(N(C)C)O2,-15%
CCc1ccc(N(CC)C(=O)C(=O)c2c[nH]c3ccccc23)cc1,?
Nc1nc(C2CC(NC(=O)c3[nH]nc(N)c3-c3ccccc3)C2)cc(=O)[nH]1 (stereo unspecified),75%[activator]

# Nothing new here: six of the compounds above.
Structure,12-LOX inh
O=C([C@@H]1C[C@H](F)CN1S(=O)(=O)c1cccc(Cl)c1)N1CCCCC1,46%[activator]
COc1ccc(CN2CCC3(C2)C(=NC2CCCCC2)NC(=O)N3c2cc(F)cc(F)c2)cc1 (stereo unspecified),11%[6.33 µM]
COc1cccc(-c2cncnc2NCCc2cnc[nH]2)c1,-7%
Cc1nn(-c2ccccc2)c2c1C(C(F)(F)F)(C(F)(F)F)N=C(N(C)C)O2,-15%
CCc1ccc(N(CC)C(=O)C(=O)c2c[nH]c3ccccc23)cc1,?
Nc1nc(C2CC(NC(=O)c3[nH]nc(N)c3-c3ccccc3)C2)cc(=O)[nH]1 (stereo unspecified),75%[activator]

# Other compounds:
Structure,12-LOX inh
CCc1ccc(-c2nnn(CC(=O)N(CC)Cc3ccc(Cl)s3)n2)cc1,55%[activator]
O=Cc1cccn1-c1cc(Cl)c(Cl)cc1Cl,-7%
O=C(COC(=O)c1cc2ccccc2[nH]1)Nc1ccc2ccccc2c1,-1%
CC(C)c1noc(-c2cccn3c(CNC(=O)c4cccnc4)nnc23)n1,15%
Cc1csc(NC(=O)c2[nH]c3c(c2C)C(=O)CC(C)(C)C3)n1,30%
COC(=O)c1sc2nc(CN3CCc4ccccc4C3)[nH]c(=O)c2c1C,-22%
O=C(CCc1ncc(-c2ccc(F)cc2F)o1)Nc1ccccc1,-14%
Cc1ccc(C(=O)NC(NC(=O)c2ccc(Cl)cc2)C(Cl)Cl)cc1 (stereo unspecified),-22%

# Going on with the list:
Structure,12-LOX inh
Cc1ccc(S(=O)(=O)NC2CC2)cc1C(=O)OCc1nc2ccccc2nc1C,25%
O=C(c1ccoc1)N1CCC(Cc2nc(-c3ccncc3)n[nH]2)C1 (stereo unspecified),45%[activator]
COc1cccc(NC(=O)CSc2nc3c(=O)[nH]cnc3n2C)c1,75%[activator]
COC(=O)[C@H]1CCCN1C(=O)[C@@H]1C[C@H](NC(=O)NC(C)C)CN1C(=O)CSC,11%[176 µM]
COCCN1Cc2ccc(NCC(C)C)nc2C(C)(C(=O)Nc2ccc(OC)cc2)C1 (stereo unspecified),15%[176 µM]
Cc1cccc2nc(CSc3ccc4ccccc4n3)cc(=O)n12,?
O=C1NC[C@@H](CCC(=O)N2CCN(c3ccccc3)CC2)N2C[C@@H](NCc3ccccc3)C[C@@H]12,59%[activator]
COc1ccc2c(C)c(CC(=O)Nc3ccc(F)cc3F)c(=O)oc2c1OC,4%

# Additional compounds.
Structure,12-LOX inh
N#Cc1nc(-c2ccc(S(=O)(=O)N3CCCC3)cc2)oc1NCCCN1CCOCC1,-17%
Cc1cccc(CNC(=O)c2cc3c(N(C)Cc4ccccc4)nc(C)cn3n2)c1,11%
CCNC(=O)N1CCC(Cc2ccc(C(=O)NCCN3CCN(CC)CC3)cc2)CC1,93%[activator]
CC(=O)Nc1ccc(CN2C(=O)OC3(CCN(Cc4ccc(C(C)C)cc4)CC3)C2(C)c2ccccc2)cc1 (stereo unspecified),?
CC(C)c1csc(CN2CCN(c3ncccc3C#N)CC2)n1,23%
O=C(c1c(F)cccc1F)N1CCCC2(C1)NC(=O)N(Cc1ccc(Cl)cc1)C2=O (stereo unspecified),-9%
c1cc(-c2ccnc(NCC3(N4CCOCC4)CCCCC3)n2)ccn1,85%[activator]
CN1CC(=O)N(C2CCC2)Cc2c1ncnc2N1CCC(c2ccccc2)CC1,8%

# Overlap with the part before: two entries; new compounds follow.
Structure,12-LOX inh
c1cc(-c2ccnc(NCC3(N4CCOCC4)CCCCC3)n2)ccn1,85%[activator]
CN1CC(=O)N(C2CCC2)Cc2c1ncnc2N1CCC(c2ccccc2)CC1,8%
O=C1c2cccn2CC(CNS(=O)(=O)Cc2ccccc2)N1Cc1ccccc1 (stereo unspecified),7%
CCCNC(=O)OC1CC2CC1[C@H]1CCCCN1C2=O (stereo partly specified),0%
CCCc1cc(=O)oc2c(C)c(OC(C)C(=O)NCc3cccnc3)ccc12 (stereo unspecified),-48%
CN(C)[C@@H]1CN(C(=O)c2cccn2C)CC[C@]1(O)c1ccccc1,43%[activator]
CCC(=O)N1[C@H](C(=O)NC2CCCC2)[C@@H](CO)[C@@H]2Cn3c(cccc3=O)[C@@H]21,-3%
CCCc1ccc(C(=O)N2CCC3(CCCN(C)C3=O)C2)cc1 (stereo unspecified),19%
C(#CCN1CCN(C(c2ccccc2)c2ccccc2)CC1)COC(c1ccccc1)c1ccccc1,?
CCOc1ccccc1C1NC(=O)N(CC(=O)Nc2cccc(C)c2)C2=C1C(=O)OC2 (stereo unspecified),1%

# Additional records follow:
Structure,12-LOX inh
CN1CCN(c2ncc(-c3cc(Cl)cc(Cl)c3Cl)c(N)n2)CC1,25%[57.4 µM]
CCOc1ccc(S(=O)(=O)N(CC)CC(=O)NCC2CCCO2)cc1Cl (stereo unspecified),-6%
COc1cc([C@@H]2c3cc4c(cc3[C@@H](O[C@@H]3O[C@H]5CO[C@@H](C)O[C@@H]5[C@@H](O)[C@H]3O)[C@@H]3COC(=O)[C@@H]23)OCO4)cc(OC)c1O,0%
C=CCN1CCN(C(=O)CCC[C@@H]2[C@H]3CCCN4CCC[C@@H](CN2C(=O)c2ccccc2)[C@@H]34)CC1,28%
NS(=O)(=O)c1ccc(CNC(=O)Cn2nc3c(cc2=O)CCCCC3)cc1,5%
COc1ccccc1-c1nnc(SCC(=O)N2CCN(C(C)=O)CC2)n1N,-17%
O=C(Nc1cc(Cl)cc(Cl)c1)C(=O)c1c[nH]c2ccccc12,5%
CN(C)Cc1cn(C[C@H]2C[C@@H](NC(=O)Nc3cccnc3)[C@H](O)[C@@H]2O)nn1,?

# (list continues)
Structure,12-LOX inh
O=C(Nc1cccc(F)c1)C1CC(=O)N(Cc2ccccn2)c2nc3ccccc3n21 (stereo unspecified),27%
CCC(C)C(=O)NCC(OC)c1ccccc1 (stereo unspecified),-41%
CN(C)C1(Cc2cc(-c3ccc(F)cc3)on2)COC1,11%[176 µM]
O=c1[nH][nH]c2c1[C@@H](c1ccc(F)cc1)O[C@H](C1CCCCC1)C2,23%
COc1ccc(N=C2Sc3ccccc3[C@@H]3C[C@H]4[C@H](CON4C)CN23)c(OC)c1,-4%
O=S1(=O)c2ccc(N3CCSCC3)cc2Oc2ccccc2CN1Cc1cn(Cc2cccc(F)c2)nn1,1%
CCOc1ccccc1C(=O)NC1CCN(c2cnn(CC)c(=O)c2)CC1,14%
Cc1cccc(=O)n1CCC(=O)NCc1cc2n(n1)CCN(C(=O)N(C)C)C2,13%

# Next part
Structure,12-LOX inh
CC(=O)NCCCC(=O)N1CCN(c2cccc(C=O)c2)C(=O)C1,3%[6.33 µM]
OC1C2COC(O2)C2OC(c3ccccc3)OC12 (stereo unspecified),-3%
COCC1CN(C)CC12CCN(C(=O)COc1cccc(C)c1)CC2 (stereo unspecified),6%
Cc1cc(C)c2oc(C(=O)N3CCN(c4cccc(Cl)c4)CC3)cc(=O)c2c1,?
CN1CCCC2(CCN(C(=O)CCCS(N)(=O)=O)C2)C1=O (stereo unspecified),35%[activator]
CCOCC(=O)N[C@H]1CN(Cc2nc(C)c(C)n2C)C[C@@H]1C(C)C,122%[activator]
O=c1cc(-c2cccc(F)c2)oc2ccc(Cl)cc12,8%
Cn1nc(C(=O)OCC(=O)Nc2cccc(C(F)(F)F)c2)c2ccccc2c1=O,0%

# The listing continues:
Structure,12-LOX inh
Cc1cccc(CNC(=O)c2ccc(-c3nnc4ccc(NC(=O)C5CCC5)cn34)cc2)c1,0%
Cc1cc(OCc2nc3c(C)cccc3[nH]2)ccc1Cl,29%
OC1(c2csc(CN3CCOCC3)n2)CCN(C2COC2)CC1,2%[176 µM]
CC1(C)CC(=O)CC(C)(C)N1,-8%
O=C(CCc1conc1-c1cccc(F)c1)NCc1cccc(Cl)c1,32%
COCC(=O)NC1CCC12CCN(C(=O)c1ccc(OC)cc1)CC2 (stereo unspecified),14%
Cc1cc(C)cc(N2CCC(N)C2=O)c1 (stereo unspecified),-1%
Cc1cc(=O)n2nc(N(C)Cc3ccc4c(c3)OCO4)sc2n1,?
O=C(NCCCN1CCCc2ccccc21)C1Cn2cccc2C(=O)N1Cc1cccnc1 (stereo unspecified),41%[activator]
O=C(NCc1ccccc1)[C@@H]1CCCN1C(=O)[C@H]1CCCN1C(=O)c1ccccc1F,-11%

# High-throughput results deposited in PubChem by National Center for Advancing Translational Sciences (NCATS).
